KB-V1 MDR tox: kills drug-selected multidrug resistant KB-V1 cells | KB-V1 MDR cells viability, CellTiter-Glo, 72 h | Potency, µM (top dose mostly 46.1 µM), inactives show top-dose activity change, negative = cytotoxicity, actives largely listed as cytotoxic | 400,000 tested, 3.4% active; note: potency is the fitted concentration of half-maximal effect; % is set by controls: 0 for no effect and ±100 for the full control effect; nearly all actives have a fitted effect of over 60% in size
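Luminescent ATP read-out (CellTiter-Glo, 10 min) measures survival of drug-selected KB-V1 MDR cells after 72 h, 37 degrees C compound exposure. Medium: phenol-red-free DMEM, 10% FBS. Values from fitted concentration-response curves.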
HT1080 IDH1KD tx: kills HT-1080 cells with IDH1 knockdown; Potency, µM (series often up to 46.1 µM), for the others: top-dose activity, negative = toxicity, actives largely listed as cytotoxic; HT-1080 IDH1 knockdown viability, ATP luminescence, 48 h; 360,000 tested, 2% active; AID 686971;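 note: potency is the fitted concentration of half-maximal effect; 0% = DMSO wells and -100% = cell-free medium wells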
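In this qHTS, HT-1080 cells depleted of IDH1 are exposed for 48 h at 37 °C to compound titrations. Toxicity is scored from CellTiter-Glo luminescence, with DMSO as full viability and medium alone as none.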
KB-3-1 cytotox: KB-3-1 parental cell cytotoxicity; KB-3-1 viability, CellTiter-Glo ATP luminescence, 72 h; Potency, µM (top dose mostly 46.1 µM), for the others: at the top dose activity change, negative = cytotoxic, hits mostly cytotoxic; 400,000 tested, 1.4% active; note: potency is the fitted concentration of half-maximal effect; % is set by controls: 0 for no effect and ±100 for the full control effect; nearly all actives have a fitted effect of over 60% in size
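Parental KB-3-1 viability, qHTS format: 72 h compound exposure, 37 °C; CellTiter-Glo; media-only wells and DMSO plates as controls; concentration-effect fits on corrected data.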
ATXN2 expr inh: inhibitors of ATXN2 expression; HEK-293 ATXN2-luciferase reporter, luminescence, 24 h; Potency, µM (series often up to 57 µM), inactives show top-dose activity change, negative = inhibition, usual class: inhibitors; 360,000 tested, 0.72% active; AID 1745845; note: potency is the fitted concentration of half-maximal effect; % is set by controls: 0 for no effect and ±100 for the full control effect; nearly all actives have a fitted effect of over 55% in size
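qHTS (up to 57 uM final) was run with 24 h compound exposure of reporter cells at 37 °C. Each well was multiplexed: SteadyGlo luminescence measured ATXN2-luciferase expression after a fluorogenic Gly-Phe-AFC viability readout (25 uM final).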
ATXN viability: cell viability loss in ATXN counter-screen; S2 cells (HEK-293 line with an ATXN2-luciferase reporter) viability, CellTiter-Fluor protease fluorescence, 24 h; Potency, µM (series often up to 56.7 µM), actives largely listed as cytotoxic; 400,000 tested, 0.49% active; note: potency is the fitted concentration of half-maximal effect; nearly all actives have a fitted effect of over 40% in size
HT1080-NT tox: kills 2HG-producing HT-1080-NT fibrosarcoma cells; HT-1080-NT fibrosarcoma viability, CellTiter-Glo ATP luminescence, 48 h; Potency, µM (highest dose often 46.1 µM), for the others: at the top dose activity, negative = less viability, hits mostly cytotoxic; 360,000 tested, 1.6% active; AID 686970;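 note: NT is the 2HG producing partner of a matched IDH1 knockdown line; potency is the fitted concentration of half-maximal effect; 0% = DMSO-treated cells and -100% = media-only wells without cells; nearly all actives have a fitted effect of over 55% in size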
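Toxicity toward the 2HG-producing NT line was scored as %Activity, normalised to DMSO and no-cell wells, from CellTiter-Glo luminescence after 48 hours' treatment.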
SW480 rerep: inducers of DNA re-replication in SW480 colon cancer cells; SW480 DNA re-replication, Hoechst DNA content imaging, 48 h; Potency, µM (series often up to 46.1 µM), for inactives: at the top dose re-replication activation, hits mostly activators; 340,000 tested, 1.8% active; AID 624297; note: potency is the fitted concentration of half-maximal effect; % of control where 0% means no effect; nearly all actives have a fitted effect of over 55% in size
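Hoechst fluorescence of nuclei (405 nm excitation, 500-530 nm emission) measured by plate-scanning imager after 48 hr compound exposure at 37 C; re-replication scored as increased number of nuclei with elevated intensity.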
IL-1B inflam inh: inflammasome signaling inhibition, IL-1 beta readout | THP-1 LPS/ATP IL-1B secretion, AlphaLISA, 16 h; hits give low values | activity change, % at 57.5 µM | 360,000 tested, 4.7% active; in the data active = activity change below about -50%; inconclusive = mostly about -30% to -49%; note: % is set by controls: 0 for no effect and ±100 for the full control effect
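Secreted IL-1B measured by AlphaLISA bead assay after 16 h compound exposure of THP-1 cells; compounds (final up to 57.5 uM) added 1 h before LPS (250 ng/mL) and ATP (1.25 mM) stimulation; lower signal means less secretion.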
MCF10A rerep: induces DNA re-replication in MCF 10a normal breast cells; MCF 10A DNA re-replication, Hoechst nuclear intensity, 48 h; Potency, µM (top dose mostly 46.1 µM), without a hit: top-dose activity, positive = re-replication, usual class: activators; 350,000 tested, 2.9% active; note: potency is the fitted concentration of half-maximal effect; % of control where 0% means no effect; nearly all actives have a fitted effect of over 50% in size
The depositor's hits bear a star; i = inactive; ? = inconclusive; / = not tested or not shown; & = joins results of further samples; ! = not confirmed by another sample; [ ] = another dose, or the depositor's remark. Unless noted, calls come from the whole dose curve; as a rule, active = well fitted curve in the direction sought with a large enough effect; inconclusive = small, poorly fitted or top-dose-only effect, or another doubt; inactive = no such curve, though single readings can be large; an effect the other way counts as inactive or inconclusive.

| mol | KB-V1 MDR tox | HT1080 IDH1KD tx | KB-3-1 cytotox | ATXN2 expr inh | ATXN viability | HT1080-NT tox | SW480 rerep | IL-1B inflam inh | MCF10A rerep |
| --- | --- | --- | --- | --- | --- | --- | --- | --- | --- |
| CCOC(=O)c1oc2ccc(S(=O)(=O)Nc3ccc4c(c3)n(C)c(=O)n4C)cc2c1C | ? | -18.4% | ? | 29.9% | i | -1.2% | 0.7% | ? | 0.6% |
| C/C(Cl)=C\Cn1c(Nc2cccc(C)c2)nc2c1c(=O)n(C)c(=O)n2C | ? | 6.7% | 10.5% | -4.7% | i | -16.5% | ? | 14.3 | -3.0% |
| Nc1ccc(N(CCO)CCO)cc1 | 5.8% | -7.5% | 11.3% | -15.0% | i | -15.2% | -1.7% | -7.7 | -3.3% |
| CCn1c(=O)c2cc(C(=O)NCCCN(C)Cc3ccccc3)sc2c2ccccc21 | -27.2% | / | ? | ? | 31.6µM* | / | / | / | / |
| CC(C)OC(=O)CCCCCN1C(=O)CSC1=S | 6.1% | 14.0% | -7.6% | -7.0% | i | 8.4% | -0.3% | -55.6* | ? |
| COc1cc(/C=N/NC(=O)c2cccc(S(=O)(=O)N3CCCCC3)c2)cc(Br)c1O | -9.4% | -6.4% | -4.3% | -12.1% | i | -14.3% | -4.4% | -8.0 | 5.3% |
| CCc1ccc(NC(=O)Cn2nnc(C(=O)NCc3ccc4c(c3)OCO4)c2N)cc1 | ? | ? | -1.8% | -24.1% | i | ? | ? | 79.8 | -1.0% |
| O=C(Nc1ccc(F)cc1F)c1csc(-c2cccs2)n1 | -1.6% | ? | 4.7% | 94.3%[activator] | i | -26.9% | -5.1% | 13.7 | 5.9% |
| COCCCNC(=O)c1ccc(N2CCOCC2)c(NS(=O)(=O)c2ccc(OC)cc2)c1 | -10.8% | 2.4% | 4.2% | 10.2% | i | 10.0% | ? | 15.7 | ? |
| CCN(CC)C(=O)c1ccc(Nc2nnc(-c3ccc(O)cc3)c3ccccc23)cc1 | ? | 1.7% | 1.5% | -26.1% | i | 11.8% | -12.9% | ? | 0.4% |
| CCOC(=O)c1c(C)n(C)c2ccc(OC)c(NC(=O)c3cccs3)c12 | -10.0% | 9.5% | -4.9% | -10.6% | i | 15.2% | 1.5% | 7.3 | -4.3% |
| CC(=O)N[C@@H]1[C@@H](O)[C@@H]2OC(c3ccccc3)OC[C@H]2O[C@@H]1N=[N+]=[N-] (stereo partly drawn) | 21.0% | 10.4% | 4.1% | / | i | 12.4% | 0.4% | 8.5 | -0.1% |
| COc1ccc(C)cc1NS(=O)(=O)c1c(C(=O)N2CCCCCC2)c(C)n(C)c1C | 14.3% | / | 5.9% | -2.0% | i | / | / | / | / |
| CCOC(=O)CC1COCCN1C(=O)c1cc(COc2ccc(F)cc2Cl)on1 (stereo not drawn) | 0.0% | 2.3% | 2.7% | 26.7% | i | -1.8% | -2.2% | ? | -0.6% |
| Cc1cccc(OCCCn2c(CCNC(=O)C(C)(C)C)nc3ccccc32)c1 | ? | / | -24.4% | -25.1% | ? | / | / | / | / |
| O=C(NCCSc1ccccc1)c1ccccc1Cl | -0.4% | -1.7% | 1.0% | 53.0%[activator] | i | -0.3% | -1.1% | 2.5 | ? |
| COC(=O)c1ccccc1NC(=O)C1CCC(=O)N1S(=O)(=O)c1ccc(C)cc1 (stereo not drawn) | -26.4% | -0.4% | 7.0% | -8.2% | i | 13.8% | -1.7% | 0.0 | 3.1% |
| Cc1cc(Cl)nc(Cl)c1C(=O)NCCc1ccccc1 | 0.7% | 8.6% | 19.0% | 12.2% | i | 12.5% | -3.7% | 2.6 | 4.8% |
| Cc1cccc(C)c1NC(=O)CNC(=O)c1cncc(Br)c1 | ? | 15.9% | 2.6% | 4.0% | i | 24.5% | ? | 19.3 | -3.1% |
| COc1cc2cc(CCCOC(=O)CCC(=O)O)oc(=O)c2cc1OC | 28.3% | -3.9% | -4.1% | -1.5% | i | -8.1% | 1.8% | 15.7 | -2.6% |
| Cc1ccc(S(=O)(=O)N2CCCCC2)cc1NC(=O)C1CCN(C(=O)OC(C)(C)C)CC1 | -5.4% | -12.8% | -6.4% | / | i | -10.8% | / | 22.4 | / |
| CCCCNc1c(-c2ccc(SC3CCCCC3)cc2)nc2cnccn12 | 37.2µM*! | ? | -20.1% | ? | / | ? | ? | -13.1 | ? |
| CCCS(=O)(=O)NCCc1cc2cc(C)c(C)cc2[nH]c1=O | -0.8% | -2.4% | -7.2% | 19.8% | i | -4.5% | 0.8% | -5.6 | 1.9% |
| O=C1CC(c2cccnc2)c2cc3c(cc2N1)OCCO3 (stereo not drawn) | -22.3% | -0.3% | -18.5% | -0.9% | i | -2.0% | -7.6% | 5.2 | 1.7% |
| Cc1ccc(OCC(=O)Nc2ccc3c(c2)OC(F)(F)O3)c([N+](=O)[O-])n1 | 29.1% | -8.5% | 2.7% | -0.5% | i | -1.4% | 0.5% | -7.5 | -6.2% |
| CCNC(=O)COc1ccc2ccccc2c1 | 4.2% | 10.0% | 7.8% | 29.6% | i | 13.2% | -2.5% | -2.0 | 0.5% |
| COc1ccccc1-c1nn(CCC(=O)Nc2ccc(C)cc2)c2nc(C)cc(C)c12 | ? | / | -8.3% | -2.7% | i | / | / | / | / |
| COC(=O)c1ccccc1NCC(=O)c1ccc(OC)cc1 | 19.2% | -18.4% | 3.8% | 1.8% | i | ? | ? | 60.5 | ? |
| OCc1csc(=Nc2ccccc2)n1-c1ccccc1 | 7.4% | 6.6% | -3.8% | 6.3% | i | 1.1% | -1.9% | ? | -2.9% |
| COc1ccc(S(=O)(=O)N(C)C2(C)CCS(=O)(=O)C2)cc1OC (stereo not drawn) | 4.7% | 6.7% | 9.2% | -7.6% | i | -1.6% | -264.1%[inhibitor] | 12.5 | -0.4% |
| CCOC(=O)c1c(C)n(C)c2ccc(OC)c(NC(=O)CN3CCN(C4CCCCC4)CC3)c12 | 17.0% | 0.2% | -3.8% | 0.4% | i | -3.4% | 0.2% | 27.7 | 0.4% |
| Cc1ccc(S(=O)(=O)Cn2nnnc2CN2CCN(C(=O)c3ccco3)CC2)cc1 | -2.4% | 11.1% | 2.9% | -4.8% | i | 17.3% | 0.1% | -1.5 | 15.7% |
| CC(C)C[C@H](NC(=O)C1CC(=O)N(c2ccc(F)cc2)C1)C(=O)N1CCCCC1 (stereo partly drawn) | -13.7% | 9.4% | 16.5% | -13.5% | i | -1.0% | 0.8% | 15.3 | 4.4% |
| CC1CN(S(=O)(=O)c2ccccc2)CC(C)O1 (stereo not drawn) | -11.7% | -18.4% | -0.4% | -4.6% | i | -9.7% | -3.6% | -8.9 | 2.7% |
| CCCCCCS(=O)Cc1ccccc1 (stereo not drawn) | 6.8% | 10.5% | 5.0% | 2.4% | i | 2.3% | -4.3% | 6.6 | -7.6% |
| COc1cccc(NC(=O)N2CCCC2C(=O)NC(C)C)c1 (stereo not drawn) | 4.6% | 10.2% | -6.5% | -36.5% | ? | 8.8% | -7.8% | 1.9 | 0.9% |
| O=C1CN(S(=O)(=O)c2ccc(F)cc2)CCN1 | ? | 13.4% | 19.9% | 7.4% | i | 8.3% | -11.3% | -15.3 | -18.7% |
| O=C(NCCc1cccs1)C1CC(c2cccc(F)c2)=NO1 (stereo not drawn) | 24.4% | 0.3% | -1.5% | 6.2% | i | -1.1% | 2.0%[9.22 µM] | 16.8 | 30.9% |
| CCCN(CCC)S(=O)(=O)c1cc(CN2C(=O)c3cccnc3C2=O)ccc1OC | 3.3% | 8.9% | 1.7% | 9.1% | i | 5.4% | -4.0% | 5.4 | -7.6% |
| COc1ccc(N(C(=O)c2cccnc2)S(=O)(=O)c2ccc(Cl)cc2)cc1 | -4.5% | -3.6% | -11.1% | -16.8% | i | -10.0% | 3.3% | -15.7 | -3.2% |
| CN(C)c1ccc(N2C(=NC(=O)c3ccccc3)SC3CS(=O)(=O)CC32)cc1 (stereo not drawn) | -24.6% | -0.4% | 9.0% | 13.5% | i | 1.1% | -5.2% | -16.1 | 3.8% |
| COC(=O)c1c(C)oc(C)c1S(=O)(=O)NCc1ccc(OC)cc1 | -3.7% | 2.9% | 0.3% | / | i | 7.0% | -0.4% | -7.1 | -0.8% |
| O=C(N/N=C/c1c[nH]c2ccccc12)c1ccc(Cl)cc1 | -0.8% | -15.8% | -18.8% | 34.3%[activator] | i | 1.9% | -3.5% | -26.4 | 14.2% |
| COc1ccc(C(=O)Nc2cnc(NC(=O)c3cccs3)cc2C)cc1 | 28.3% | -1.0% | 4.0% | -7.2% | i | 13.9% | ? | 4.6 | 7.31µM* |
| COc1ccc(CCn2c(C3CCCCC3)nc3c(c(=O)c4ccccc4n3C)c2=O)cc1 | 18.4µM* | ? | ? | / | ? | ? | -22.0% | 92.8 | 3.66µM* |
| Cc1ccc(C(=O)Oc2cccc(NC(=O)c3ccccc3)c2)cc1C | -22.9% | -1.4% | 7.7% | 15.6% | i | 1.2% | 14.8% | 0.0 | 4.0% |
| C=C(C)C1CCC(C)=C1CC(C)(C)/C=N\n1cnnc1 (stereo not drawn) | 14.6µM* | -2.8%[9.24 µM] | -6.2% | -6.9% | i | -24.7% | 10.9% | 12.7 | -18.2% |
| O=S1(=O)CCOCCCN1Cc1ccccc1Br | ? | -0.9% | 3.4%&2.2% | -0.7% | i | 8.9% | 7.8% | -2.7 | 4.3% |
| COc1cc(C(=O)Nc2nccs2)cc(OC)c1OC | -5.7% | 7.0% | 14.8% | -6.7% | i | 13.5% | -0.1% | -8.3 | 11.1% |

Source: PubChem BioAssay (National Center for Advancing Translational Sciences (NCATS))
